PI4K2A inh: PI4K2A (human) kinase inhibition; purified PI4K2A, ADP-Glo luminescence, 1 h; active compounds read low; Q9BTU6; 420,000 tested, 0.13% active; activity change, negative = inhibition, % at 76.9 µM; in the data active = activity change below about -50%; inconclusive = mostly about -30% to -49%;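 note: -100% = wells without enzyme as full effect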
Target sequence (Q9BTU6 whole entry, looked up): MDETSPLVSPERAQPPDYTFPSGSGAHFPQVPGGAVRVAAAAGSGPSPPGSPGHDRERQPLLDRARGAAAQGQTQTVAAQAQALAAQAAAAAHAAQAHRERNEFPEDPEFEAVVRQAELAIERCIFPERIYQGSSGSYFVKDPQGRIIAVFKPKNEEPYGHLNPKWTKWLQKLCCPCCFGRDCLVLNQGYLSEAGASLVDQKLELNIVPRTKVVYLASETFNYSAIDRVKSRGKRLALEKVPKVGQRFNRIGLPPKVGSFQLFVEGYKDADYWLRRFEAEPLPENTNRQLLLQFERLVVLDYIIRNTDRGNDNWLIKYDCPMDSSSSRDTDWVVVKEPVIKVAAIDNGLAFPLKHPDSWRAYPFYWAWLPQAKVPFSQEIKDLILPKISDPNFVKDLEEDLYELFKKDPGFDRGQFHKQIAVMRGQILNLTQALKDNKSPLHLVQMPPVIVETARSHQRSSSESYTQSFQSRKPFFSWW
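Compounds are screened against recombinant PI4K2A using PI as substrate and ATP, the latter dispensed at 300 microM. Reactions run one hour at ambient temperature before ADP-Glo detection; full inhibition defined by wells lacking enzyme.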
LDHA block: LDHA (human) enzyme inhibition; purified LDHA, NADH/diaphorase-resazurin fluorescence; active compounds read low; P00338; activity change, % (values are at about 110 or 230 µM); 480,000 tested, 0.15% active; AID 1347041; in the data active = activity change below about -30%; inconclusive = mostly about -25% to -30%;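 note: plate controls were DMSO wells for no effect and wells without enzyme for full effect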
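LDH5 2 nM; NADH 0.06 mM, pyruvate 0.2 mM; 200 mM Tris pH 7.4, EDTA, Tween-20; 5 min RT. Detection: diaphorase 0.133 mg/mL + resazurin 37 µM, fluorescence ex540/em590 at 0 and 20 min; normalized to enzyme-free and DMSO wells.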
Vif-A3F inh: Vif-A3F binding inhibition; HeLa A3F-eYFP + Vif (tagged APOBEC3F with the HIV-1 protein that degrades it), YFP fluorescence increase; Potency, µM (titrated, usually from 46.1 µM), without a hit: top-dose activity, negative = active; 390,000 tested, 0.2% active; AID 602313; note: potency is the fitted concentration of half-maximal effect; % of control where 0% means no effect; nearly all actives have a fitted effect of over 65% in size
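Fluorescence increase (Ex 488/Em 500-530) after overnight compound treatment at 37 deg C flags inhibition of Vif-driven A3F-eYFP loss in stable HeLa A3F-eYFP/Vif cells seeded overnight beforehand.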
GRP78 ERSR act: induces the endoplasmic reticulum stress response in human glioma cells. U87-MG GRP78 promoter luciferase reporter, 16 h. Potency, µM, without a hit: top-dose activation, usual class: activators. 420,000 tested, 0.02% active. AID 602332; note: potency is the fitted concentration of half-maximal effect; series mostly up to about 76 µM; % of control where 0% means no effect; nearly all actives have a fitted effect of over 35% in size
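Stably transfected U87-MG human glioma cells carrying a GRP78-based luminescent sensor were seeded at 1000 cells/well, pin-dosed with compounds and incubated 16 h. Luciferase reagent was then added, and end-point luminescence was read after 10 min at room temperature.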
USP1-UAF1 inh: blocks the human USP1/UAF1 deubiquitinase complex; O94782; recombinant USP1/UAF1, Ub-Rhodamine cleavage fluorescence; Potency, µM (highest dose often 57.1 µM), for inactives: at the highest dose activity change, negative = inhibition, usual class: inhibitors; 390,000 tested, 0.23% active; note: potency is the fitted concentration of half-maximal effect; % is set by controls: 0 for no effect and ±100 for the full control effect; nearly all actives have a fitted effect of over 60% in size; inactives centre near -12
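In this screen, compounds sit with the deubiquitinase complex (1nM) for 15 min at room temperature before Ub-Rho is added at 150nM final. Fluorescence rise is then followed for 6 reads every 60 seconds.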
Vif-APOBEC3G blk: Vif-A3G binding inhibition; Q9HC16; HeLa A3G-eYFP + Vif (tagged APOBEC3G with the HIV-1 protein that degrades it), YFP fluorescence, overnight; Potency, µM (highest dose often 46.1 µM), without a hit: at the highest dose activity, negative = active, hits mostly inhibitors; 410,000 tested, 0.076% active; AID 602310;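 note: potency is the fitted concentration of half-maximal effect; % is set by controls: 0 for no effect and ±100 for the full control effect; nearly all actives have a fitted effect of over 60% in size; hits raise eYFP signal because A3G escapes Vif-driven loss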
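HeLa cells stably expressing Vif and C-terminally eYFP-tagged A3G, seeded overnight at 37 deg C, then exposed to compound by pintool overnight at 37 deg C. Rise in yellow fluorescence (Ex 488/Em 500-530, Acumen) marks blocked Vif-driven A3G degradation.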
mIDH1 inhibitor: inhibitors of human mutant IDH1 R132H. 390,000 tested, 0.093% active. IDH1-R132H enzyme, NADPH consumption, diaphorase/resazurin fluorescence. Potency, µM (doses to about 76.6 µM), for inactives: top-dose activity change, negative = inhibition, hits mostly inhibitors. AID 602179. O75874; note: potency is the fitted concentration of half-maximal effect; % is set by controls: 0 for no effect and ±100 for the full control effect; nearly all actives have a fitted effect of over 65% in size
Target sequence (O75874 whole entry R132H, stated change not applied): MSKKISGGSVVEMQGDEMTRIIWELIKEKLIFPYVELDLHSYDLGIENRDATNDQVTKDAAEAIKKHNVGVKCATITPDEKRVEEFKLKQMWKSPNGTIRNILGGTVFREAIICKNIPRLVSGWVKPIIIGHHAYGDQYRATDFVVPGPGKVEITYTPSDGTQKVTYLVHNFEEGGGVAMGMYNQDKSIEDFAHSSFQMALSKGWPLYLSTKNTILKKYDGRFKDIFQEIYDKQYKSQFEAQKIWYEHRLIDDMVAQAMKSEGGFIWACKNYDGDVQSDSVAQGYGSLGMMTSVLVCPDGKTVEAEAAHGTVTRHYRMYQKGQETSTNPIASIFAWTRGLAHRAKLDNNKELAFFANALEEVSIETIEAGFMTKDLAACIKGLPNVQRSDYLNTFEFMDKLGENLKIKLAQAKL
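IDH1-R132H (0.5 ug/mL) preincubated 30 min with compound, then NADPH (0.016 mM) and alpha-KG (2 mM) added; 80 min at RT, pH 7.5. Remaining NADPH coupled via diaphorase/resazurin to fluorescence (540/590 nm); concentration-response curves normalized to no-enzyme control.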
RXFP1 ag: RXFP1 (human) receptor agonism | Q9HBX9 | HEK293T-RXFP1 cAMP TR-FRET, 30 min; response scale: percent of porcine relaxin response, buffer zero | Potency, µM (highest dose often 57.5 µM), inactives show at the top dose activation, hits mostly activators | 370,000 tested, 0.3% active; note: potency is the fitted concentration of half-maximal effect; % is set by controls: 0 for no effect and ±100 for the full control effect; nearly all actives have a fitted effect of over 60% in size; many of its hits are not listed in these tables
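HEK293 cells stably expressing RXFP1, treated 30 min at 37C with compounds plus PDE4 inhibitor Ro 20174; cAMP measured by HTRF TR-FRET. Normalized to buffer and 29 nM porcine relaxin; EC50 by Hill fit.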
TrxR1 substrate: substrates of rat thioredoxin reductase 1; O89049; 390,000 tested, 0.01% active; Potency, µM (titrated, usually from 114 µM), without a hit: top-dose activity change, negative = substrate turnover; purified TrxR1 substrate turnover, NADPH consumption readout; note: potency is the fitted concentration of half-maximal effect; % is set by controls: 0 for no effect and ±100 for the full control effect; nearly all actives have a fitted effect of over 50% in size
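Rat TrxR1, dispensed at 90 nM, was prereduced with 400 uM NADPH (final) for 5 min at ~22 deg C, then incubated with compound 15 min before 400 uM selenite. A first-read NADPH fluorescence drop versus no-compound background flagged substrates.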
An asterisk follows results filed as active; ? = inconclusive; / = not tested or not shown; [ ] = another dose, or the depositor's remark. Unless noted, calls come from the whole dose curve; as a rule, active = well fitted curve in the direction sought with a large enough effect; inconclusive = small, poorly fitted or top-dose-only effect, or another doubt; inactive = no such curve, though single readings can be large; an effect the other way counts as inactive or inconclusive. An excerpt, so the mix of outcomes need not match the whole.

Order of results – PI4K2A inh | LDHA block | Vif-A3F inh | GRP78 ERSR act | USP1-UAF1 inh | Vif-APOBEC3G blk | mIDH1 inhibitor | RXFP1 ag | TrxR1 substrate
CCCCCCOc1ccc(N2C(=O)CC(N3CCN(CCN=CC4C(=O)CC(C)(C)CC4=O)CC3)C2=O)cc1 (configuration not stated)
    4 | -2 | 0% | -1% | -11% | 0% | 6% | 5.8% | 0%[57.1 µM]
O=C1CC(=O)Nc2cc(S(=O)(=O)Nc3cccc(Br)c3)ccc2N1
    3 | -1 | 1% | -5% | -15% | -1% | -7% | -0.9% | -11%[57.1 µM]
COc1ccccc1N(CC(O)Cn1c2ccccc2c2ccccc21)S(=O)(=O)c1ccccc1 (configuration not stated)
    3 | -6 | -1% | -2% | -7% | 0% | 3% | 0.2% | 1%[57.1 µM]
CC1CN(C(=O)c2ccc(NS(=O)(=O)c3cccc(Cl)c3)cc2)CC(C)O1 (configuration not stated)
    3 | -2 | -25% | -1% | -3% | -4% | 5% | 3.4% | -12%
CN(C)c1ccc(C=Nc2ccc(/C=C/c3ccnc4ccccc34)cc2)cc1
    / | -7 | / | -4% | / | -30% | / | / | -27%
COc1ccc(NC(=O)CSc2nc3ccccc3c(=O)n2CCCN2CCC(C)CC2)c(OC)c1
    0 | -8 | -1% | -1% | -13% | -1% | 6% | -0.5% | 3%[57.1 µM]
CCOC(=O)CN1C(=O)C(O)(CC(=O)c2cc(OC)ccc2OC)c2ccccc21 (configuration not stated)
    -2 | -11 | 2% | -1% | -20% | 1% | -17% | 2.3% | -4%
CCCN(CCC)c1nc2ccccc2n2c(C)nnc12
    2 | -2 | -14% | -8% | -6% | 0% | 4% | 1.0% | 9%[57.1 µM]
COc1ccc(CCNC(=O)Cn2cccc2C(=O)c2ccccc2)cc1OC
    -1 | -6 | 2% | -1% | 4% | -2% | 5% | -0.8% | 7%[57.1 µM]
CN(CC(=O)Nc1cccc(F)c1)C(=O)c1ccc(S(=O)(=O)N2CCCC2)cc1
    -1 | -1 | 3% | -4% | 1% | 1% | 4% | 0.1% | -8%
CCCOC(=O)Nc1sc2c(c1C(N)=O)CCCC2
    0 | -6 | -16% | 1% | -4% | 1% | 25% | 0.0% | 5%[57.1 µM]
CC(C)OCCCNC(=O)CNC(=O)c1ccc(Cl)c(Cl)c1
    -3 | -9 | -1% | 1% | -5% | 0% | 6% | 1.8% | 9%[57.1 µM]
CCC1OC(c2ccc([N+](=O)[O-])cc2)=Nc2ccccc21 (configuration not stated)
    -1 | -1 | 0% | 0% | -2% | 1% | 0% | 0.2% | 4%
CC(=O)N(C1=C(N)C(=O)c2ccccc2C1=O)c1ccccc1
    -3 | 11 | -3% | -6% | ? | -11% | -3% | -0.3% | 3%
CC1(C)COCN1C(=O)c1ccc(Cl)c(Cl)c1
    -2 | -7 | -1% | -4% | ? | 0% | 2% | 0.8% | 4%[57.1 µM]
COc1cc(C#Cc2c(-c3cncn3C)n(C)c3ccc(-c4ccc(OC)c(OC)c4)cc23)cc(OC)c1
    0 | -5 | 1% | -2% | -23% | -25% | -33% | 3.0% | 48%
CCOC(=O)c1cnc2c(C)cc(C)cc2c1Nc1cccc(C(=O)O)c1
    -2 | -7 | -5% | 1% | 3% | 3% | 0% | -2.7% | -10%
CCOC(=O)Cc1csc(NC(=O)c2sc3nc4ccc(CC)cc4cc3c2N)n1
    -3 | ? | ? | 0% | -14% | -22% | 4% | 6.0% | -8%
COc1ccc(CNC(=O)c2ccc3c(c2)N(C)CCS3)cc1
    2 | -1 | -3% | 0% | -24% | -1% | 4% | 20% | 76%[activator][57.1 µM]
CC(=O)Nc1ncc(Sc2ccc([N+](=O)[O-])cc2)s1
    -6 | 2 | -2% | -4% | -1% | 0% | 4% | / | -8%
CNC(=O)c1nn(-c2ccccc2)ccc1=O
    4 | -4 | -5% | -2% | -9% | -2% | 8% | 2.3% | 12%[57.1 µM]
COCCNC(=O)c1cc(-c2ccccc2C)nn1CC1CC(c2cccnc2)=NO1 (configuration not stated)
    -3 | -5 | -3% | 1% | 19% | -2% | -8% | / | -11%
CCOC(=O)C1=C(O)/C(=C/c2ccc(OCC(=O)O)c(OCC)c2)SC1=Nc1ccccc1
    13 | -6 | 16% | -1% | -26% | 0% | -8% | 0.4% | -2%[57.1 µM]
CC(=O)Nc1cccc(N(C)C)c1
    7 | 7 | -11% | 0% | 10% | -3% | 5% | -2.8% | 5%[57.1 µM]
CCN1CCc2c(OCC(=O)N3CCCc4ccccc43)cccc2C1=O
    1 | -8 | -5% | -1% | -9% | 2% | 15% | -0.1% | 0%[57.1 µM]
O=C(NC1CC1)c1ccc2sc([C@H]3C[C@H](O)[C@@H](CO)O3)nc2c1
    6 | -3 | / | 3% | / | -3% | / | / | /
Cc1ccc(N2C(=O)CSC23C(=O)N(CC(=O)NC2CCCCC2)c2ccccc23)cc1 (configuration not stated)
    2 | -2 | -6% | -2% | -37% | -1% | 8% | 3.6% | -6%
CC(C)Oc1ccc(CNC(=O)c2cnc3sc(N4CCCCC4)nn3c2=O)cc1
    -1 | 4 | 0% | 0% | -23% | 2% | 12% | ? | 15%[57.1 µM]
CC(C(=O)Nc1ccccc1-c1ccccc1)N(C)Cc1nc2ccccc2c(=O)[nH]1 (configuration not stated)
    -4 | -13 | -6% | -2% | -1% | ? | 9% | 0.9% | 5%[57.1 µM]
CC(C)OC(=O)N(C)C[C@@H]1OCc2cn(nn2)CCCC(=O)N([C@H](C)CO)C[C@H]1C
    7 | -12 | 0% | -4% | -10% | -5% | 1% | / | /
Cc1ccccc1N1C(N)=NC(N)=NC1(C)C
    2 | -3 | 0% | -5% | 2% | -1% | 0% | 1.3% | 10%[57.1 µM]
Cc1nn(CC(=O)N2CCN(c3cccc(Cl)c3)CC2)c(=O)c2c1sc1ccccc12
    3 | -1 | 0% | 4% | 5% | 0% | -19% | -3.1% | 1%
CC(C)c1ccc(C(=O)NC2=NCCS2)cc1
    0 | -5 | 6% | -10% | -17% | 0% | 5% | 0.3% | 4%[57.1 µM]
Cc1ccc(N2CCn3c2nc2c3c(=O)n(CCCc3ccccc3)c(=O)n2C)cc1C
    -4 | -2 | 5% | -2% | -21% | -2% | -3% | 4.8% | -1%[11.4 µM]
Cc1ccc(Oc2ccccc2/C=C/C(=O)O)cc1
    -1 | -9 | -16% | 0% | 0% | -5% | -9% | -1.2% | -5%
CC1(C(=O)Nc2cccc(C#N)c2)CCN1C(=O)C1(c2ccccc2)CC1 (configuration not stated)
    2 | -3 | / | -2% | / | 0% | / | / | /
N#CCCN(Cc1ccccc1)C(C(=O)NC1CCCCC1)c1cc2ccccc2o1 (configuration not stated)
    -7 | -3 | / | 5% | / | -4% | / | / | /
O=C1N/C(=C/c2ccc(Br)s2)C(=O)N1c1ccccc1
    -5 | -5 | 2% | -2% | -7% | -7% | 9% | 2.1% | -3%
Cc1ccccc1-n1c(SC2CCOC2=O)nnc1-c1ccncc1 (configuration not stated)
    -6 | 0 | -4% | 0% | -24% | -2% | 0% | -1.1% | 5%
CCC(c1nnc(SCC(=O)NNC(=O)c2ccccc2)n1Cc1ccccc1)N(C)C (configuration not stated)
    3 | -8 | -21% | -3% | -4% | 0% | -1% | 1.1% | 0%
COc1ccc(CN2CCC(C(=O)N3CCN(c4ccccc4F)CC3)CC2)cc1OC
    4 | -12 | 3% | -6% | -12% | -2% | 6% | 0.2% | 9%
CCOC(=O)C1=C(C)Nc2ncnn2C1c1cccnc1 (configuration not stated)
    2 | -14 | -4% | -2% | 0% | 2% | 3% | 2.6% | -15%
COc1ccc(Nc2nc3nonc3nc2N2CCCCC2)cc1
    -16 | -3 | 8% | -1% | -20% | -6% | 6% | 5.4% | -1%
Cc1ccc(NC2CCCN(C(=O)c3cn4cc(Cl)ccc4n3)C2)cc1C (configuration not stated)
    -1 | -6 | 4% | -5% | -2% | 3% | 3% | -0.8% | -6%
c1ccc(COc2cccc(CNCc3cccs3)c2)cc1
    1 | -8 | ? | 1% | -14% | -3% | -2% | -0.2% | -13%
CCN1CCN(c2cc(C)c3cc(NC(=O)/C=C/c4ccc(C)cc4)ccc3n2)CC1
    6 | -5 | ? | 6% | -25% | 6% | 0% | -0.2% | 3%
CC1(C)CC(=O)C=C(c2ccc(-c3cnn(Cc4ccccc4)c3)cc2)C1=O
    -2 | 2 | 0% | 6% | -19% | -18% | 12% | / | /
Cc1ccc(-c2nc(CS(=O)(=O)CC(=O)Nc3cc(C)ccc3C)c(C)o2)cc1
    -3 | -10 | -9% | -1% | 1% | -7% | 0% | 3.3% | 2%

As a short view, 2 of the compounds above.
Order of results – PI4K2A inh | LDHA block | Vif-A3F inh | GRP78 ERSR act | USP1-UAF1 inh | Vif-APOBEC3G blk | mIDH1 inhibitor | RXFP1 ag | TrxR1 substrate
CC1(C)CC(=O)C=C(c2ccc(-c3cnn(Cc4ccccc4)c3)cc2)C1=O
    -2 | 2 | 0% | 6% | -19% | -18% | 12% | / | /
Cc1ccc(-c2nc(CS(=O)(=O)CC(=O)Nc3cc(C)ccc3C)c(C)o2)cc1
    -3 | -10 | -9% | -1% | 1% | -7% | 0% | 3.3% | 2%
